Assay outcomes deposited in PubChem by NCI.
cln2 rad14: NCI yeast anticancer drug screen, S. cerevisiae cln2 rad14 strain; growth inhibition, % at 50 µM; 8.3% of 78,000 active; AID 165, 2004;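 further: 0% = growth of vehicle-only cultures of the same strain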
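Strain: cln2 rad14 yeast, altered in cell cycle control and DNA damage repair. Read-out: growth inhibition vs vehicle.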
yeast rad50: NCI yeast anticancer drug screen, S. cerevisiae rad50 strain; AID 155, 2004; growth inhibition, % at 50 µM; 10% of 79,000 active;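 further: 0% = growth of vehicle-only cultures of the same strain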
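Relative growth inhibition (compound vs vehicle) was measured in yeast with a defined repair-gene alteration.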
yeast mec2-1: NCI yeast anticancer drug screen, S. cerevisiae mec2-1 strain; % growth inhibition at 50 µM; 9% of 79,000 active; AID 157, 2004;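 further: 0% = growth of vehicle-only cultures of the same strain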
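Strain: mec2-1 (DNA repair/cell cycle alteration). Compound exposure, then growth measured; inhibition expressed relative to vehicle.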
yeast mlh1 rad18: NCI yeast anticancer drug screen, S. cerevisiae mlh1 rad18 strain | % growth inhibition at 50 µM | 11% of 79,000 active;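 further: 0% = growth of vehicle-only cultures of the same strain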
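Growth inhibition of the yeast strain was measured after compound exposure and expressed relative to vehicle-treated controls. The strain carries defined defects in DNA damage repair.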
yeast bub3: NCI yeast anticancer drug screen, S. cerevisiae bub3 mutant strain | % growth inhibition at 50 µM | AID 167, 2004 | 9.9% of 78,000 active;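 further: 0% = growth of vehicle-only cultures of the same strain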
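Readout: yeast growth inhibition, expressed relative to vehicle-only wells. The test organism is a mutant strain from a panel with lesions in DNA repair or checkpoint genes.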
sgs1 mgt1: NCI yeast anticancer drug screen, S. cerevisiae sgs1 mgt1 strain; 10% of 78,000 active; AID 161, 2004; growth inhibition, % at 50 µM;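 further: 0% = growth of vehicle-only cultures of the same strain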
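Genetically altered yeast, compound exposure, growth inhibition relative to vehicle.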
The depositor's hits bear a star; . = no result given; & = joins results of further samples. No stated cut-off is given here; in the data, active means growth inhibition above about 70%; inactive means the rest.

SMILES | cln2 rad14 | yeast rad50 | yeast mec2-1 | yeast mlh1 rad18 | yeast bub3 | sgs1 mgt1
Cc1ccc(N=NC(C(=O)c2ccccc2)C(=O)c2ccccc2)cc1 | 88* | 93* | 93* | 92* | 93* | 91*
O=C(Nc1ccc(Cl)c(Cl)c1)C(=O)C(C1OC(=O)c2ccccc21)[N+](=O)[O-] (stereo not given) | 33 | 65 | 8 | 44 | 56 | 40
CCC12C=CCN3CCC4(c5cc(C(c6ccccn6)c6cc7ccccc7n6C)c(OC)cc5N(C)C4C(O)(C(=O)OC)C1OC(C)=O)C32 (stereo not given) | 83* | 68 | 82* | 95* | 65 | 50
Cc1ccc(/C=N/Nc2ccc([N+](=O)[O-])cc2[N+](=O)[O-])cc1 | 20 | 19 | -9 | -4 | -9 | 11
CCN(c1ccccc1)S(=O)(=O)C(C)S(=O)(=O)N(CC)c1ccccc1 | -20 | -1 | -10 | -7 | 2 | -1
c1ccc2c(c1)Cc1c-2n[nH]c1-c1[nH]nc2c1Cc1ccccc1-2 | 22 | 27 | 9 | 55 | 16 | 35
CCC/C(=N\NC(=O)c1cc2ccccc2cc1O)C(CC)C(=O)CCC(=O)N(Cc1ccccc1)Cc1ccccc1 (stereo not given) | -7 | 34 | 32 | 11 | 29 | 15
C=CCOC(=O)c1c(Cl)c(Cl)c(Cl)c(Cl)c1C(=O)O | 26 | 18 | 8 | 24 | 14 | 29
CCOc1cc(C(=O)O)cc(Cl)n1 | -31 | -1 | -19 | -6 | 5 | 8
CC(C(=O)O)(C1CCCCC1)C1(O)CCCCC1 (stereo not given) | 59 | 30 | 45 | 30 | 62 | 40
CC(C)(CN1CCCCC1)C(=O)/C=C/c1c(Cl)cccc1Cl | 86* | 76* | 84* | 88* | 89* | 87*
CCCC(=O)c1ccccc1 | 15 | 36 | 3 | 22 | 26 | 20
O=C(O)/C=C/C(=O)OCCBr | . | -5 | -29 | 1 | . | .
CC/C(Cl)=N\OC(=O)Nc1ccc(C#N)cc1 | 14 | -45 | 5 | -10 | 46 | -19
O=C1C/C(=C\c2ccccc2O)C(=O)c2ccccc21 | 58 | 66 | 61 | 83* | 55 | 83*
O=C(O)CC[C@H](NC(=O)c1ccc(-n2nc3ccc(O)cc3nc2=O)cc1)C(=O)O | 10 | -7 | -8 | 14 | 34 | 12
CC(=O)OC[C@@H](OC(C)=O)[C@@H](OC(C)=O)[C@H]1OC[C@@H]2C[C@H]([C@H]1OC(C)=O)N(Cc1ccccc1)O2 | 4 | -19 | -14 | 0 | -10 | -8
CCCN(CCC)C(=O)c1ccccc1C | -14 | 10 | -2 | 3 | 18 | 7
O=C(O)CCSc1nc2ccccc2s1 | 0 | 1 | -10 | 19 | -14 | 3
Cc1cc(C)n2c(-c3ccccc3)c(C)c(C#N)c2n1 | 7 | 18 | 2 | 2 | -11 | 12
O=c1ccc2c(O)cccc2[nH]1 | -65 | 13 | -5 | 5 | 0 | -16
O=C(/C=C/c1ccc(O)cc1)c1cc(O)cc(O)c1 | -9 | 17 | 5 | 14 | -4 | 2
Oc1ccccc1-c1nc2ccccc2o1 | 1&-7 | 8&5 | -25&-11 | 1&4 | 24&1 | 7&-14
CSc1n(CC(=O)OC(C)(C)C)nc[n+]1N | 15 | -17 | -12 | -15 | -15 | -7
CCCCCCC(/C=N/Nc1nc(C)cc(=O)[nH]1)=C\c1ccccc1 | -6 | 10 | 13 | -12 | -6 | -8
CNCCCCN(C)/[N+]([O-])=N\O | 10 | 30 | 0 | 6 | 11 | -1
CO/C(N)=C(\C#N)N=Cc1ccc2ccccc2c1 | 19 | 31 | 14 | 40 | 17 | 14
COC1=c2\cccc\c2=c2/cccc/c2=c2\cccc\c2=N\1 | 12 | 17 | 13 | 18 | 13 | 11
CCCCCCCCCCCCCCCC(=O)NCC(=O)NC1C(CO)OC(Nc2ncnc3nc[nH]c23)C(O)C1O (stereo not given) | 15 | 62 | 19 | -12 | 76* | 83*
OCC1OCC(O)C(O)C1O (stereo not given) | 32 | -7 | 8 | -3 | 0 | 7

Overlap with the part before: 4 compounds, then new ones.
SMILES | cln2 rad14 | yeast rad50 | yeast mec2-1 | yeast mlh1 rad18 | yeast bub3 | sgs1 mgt1
CO/C(N)=C(\C#N)N=Cc1ccc2ccccc2c1 | 19 | 31 | 14 | 40 | 17 | 14
COC1=c2\cccc\c2=c2/cccc/c2=c2\cccc\c2=N\1 | 12 | 17 | 13 | 18 | 13 | 11
CCCCCCCCCCCCCCCC(=O)NCC(=O)NC1C(CO)OC(Nc2ncnc3nc[nH]c23)C(O)C1O (stereo not given) | 15 | 62 | 19 | -12 | 76* | 83*
OCC1OCC(O)C(O)C1O (stereo not given) | 32 | -7 | 8 | -3 | 0 | 7
Cc1ccc(C)c(NC(=O)c2cc(-c3ccc([N+](=O)[O-])cc3)nc(N)n2)c1 | 19 | -13 | -11 | -8 | -2 | -13
Cc1ccc(S(=O)(=O)Nn2c(S)c(C#N)c(-c3ccc([N+](=O)[O-])cc3)c(C#N)c2=O)cc1 | 30 | 50 | 47 | 59 | 55 | 72*
CC(=O)Oc1cc(C(c2ccccc2)c2ccccc2)c2ccccc2c1OC(C)=O | -2 | 23 | 31 | 39 | -5 | 28
CC1(O)CCn2c(=O)c3cc4ccccc4cc3c(=O)n2C1O (stereo not given) | -4 | -28 | 14 | -16 | -25 | -23
CCOC(=O)Oc1c(OC)cc(C(=O)O[C@@H]2C[C@@H]3CN4CCc5c([nH]c6cc(OC)ccc56)[C@H]4C[C@@H]3[C@H](C(=O)OC)[C@H]2OC)cc1OC | 18 | 16 | -27 | 10 | -8 | 26
CC(C#N)CCl (stereo not given) | -8 | 18 | -17 | 14 | 5 | 9
COc1ccc(-c2cc(=O)c3ccc(O)cc3o2)cc1OC | 9 | 5 | 8 | -31 | 6 | 8
CN(C)c1ccc2c(c1)Cc1cc(NC(=O)/C=C/C(=O)O)ccc1-2 | -6 | -7 | -2 | -5 | -11 | -9
NC(=O)N/N=C1\CC2CC1C1CCCC21 (stereo not given) | 0 | 8 | 5 | 15 | -9 | -2
Cc1ccc(C)c(NC(=O)NC(C)(C)C)c1 | -55 | 0 | -22 | -4 | -6 | -3
Cc1ccc(N=Nc2ccc(C)cc2NC(=O)c2ccc(Cl)cc2)cc1 | -8 | -3 | 10 | 9 | 32 | 17
CCCC1([N+](C)(C)C)CSC1CC (stereo not given) | 32 | 26 | 16 | 16 | -11 | 12
Cc1cccc(NC(=S)N=Nc2c(O)[nH]c3ccccc23)c1 | 3 | -24 | -46 | 1 | -13 | 16
CC12C=CC(=O)C(O)C1CC=CC2 (stereo not given) | 6 | 13 | 14 | 9 | 11 | 4
N#CC1=C(N)OC(C2CC2)=C(C#N)C1c1cccs1 (stereo not given) | 16 | 10 | 6 | 20 | 6 | 14

Next part, starting with the last three of the part before.
SMILES | cln2 rad14 | yeast rad50 | yeast mec2-1 | yeast mlh1 rad18 | yeast bub3 | sgs1 mgt1
Cc1cccc(NC(=S)N=Nc2c(O)[nH]c3ccccc23)c1 | 3 | -24 | -46 | 1 | -13 | 16
CC12C=CC(=O)C(O)C1CC=CC2 (stereo not given) | 6 | 13 | 14 | 9 | 11 | 4
N#CC1=C(N)OC(C2CC2)=C(C#N)C1c1cccs1 (stereo not given) | 16 | 10 | 6 | 20 | 6 | 14
COc1ccc(C(O)c2ncccc2C)cc1OC (stereo not given) | -9 | 0 | 31 | 22 | 25 | 20
O=C(c1ccccc1)c1ccc(Cl)c([N+](=O)[O-])c1 | 35 | 49 | 26 | 35 | 61 | 45
FC(F)(F)c1cc(NC(=S)SC2CCCCC2)ccc1Cl | 89* | 41 | 79* | 90* | 86* | 88*
Cc1cc(N)c(N)cc1C | 20 | 45 | 4 | 39 | 36 | 52
CCC(=O)Oc1ccc(C(C)(C)CC(C)(C)C)cc1 | -7 | 32 | -9 | 52 | 6 | 34
CN(C)CCN(C)CC(C)(C)C(=O)/C=C/c1ccc(Cl)cc1 | -3 | 28 | 3 | 32 | 20 | 9
CC(C)CCNc1nc(N)[nH]c(=O)c1NC=O | 8 | -17 | 16 | -57 | 3 | -1
Cc1ccsc1/C=N/Nc1cc(C)c2cccc(C)c2n1 | 34 | 48 | 30 | 63 | 15 | 48
CN(C)C(c1ccccc1)c1ccccc1 | 17 | 21 | 6 | 39 | -4 | 2
CCOC(=O)c1[nH]c(COC(C)=O)c2c1CCCCCCCCCC2 | 41 | -6 | -10 | -12 | 5 | 6
Cc1ccc(-c2nc(SCc3ccc(Cl)cc3)[nH]c(=O)c2CCO)cc1 | 34 | 56 | 14 | 32 | 48 | 39
CC(C)[Si](OC1=C(c2ccccc2)C(NC(=O)/C=C/c2ccc([N+](=O)[O-])cc2)CCC1)(C(C)C)C(C)C (stereo not given) | -7 | 19 | 4 | 30 | -5 | 0
COc1ccc(COC(=O)Nc2ccc(Br)cc2)c(OC)c1 | -17 | -5 | 34 | 10 | 17 | 27
CCCCCCCC/C(C=O)=C\c1ccccc1 | 45 | 78* | 73* | 78* | 65 | 78*
Cc1ccc(S(=O)(=O)NC(=O)NCc2ccco2)cc1 | 1 | 9 | -18 | 8 | -3 | -3

Complete entries, looked up by structure. Order of screens: cln2 rad14	yeast rad50	yeast mec2-1	yeast mlh1 rad18	yeast bub3	sgs1 mgt1
N#CC1=C(N)OC(C2CC2)=C(C#N)C1c1cccs1 (stereo not given) as listed: 16	10	6	20	6	14
CC(C#N)CCl (stereo not given) as listed: -8	18	-17	14	5	9
CCCCCCCC/C(C=O)=C\c1ccccc1 as listed: 45	78*	73*	78*	65	78*
CCCCCCC(/C=N/Nc1nc(C)cc(=O)[nH]1)=C\c1ccccc1 as listed: -6	10	13	-12	-6	-8
CSc1n(CC(=O)OC(C)(C)C)nc[n+]1N as listed: 15	-17	-12	-15	-15	-7

The results go on:
SMILES | cln2 rad14 | yeast rad50 | yeast mec2-1 | yeast mlh1 rad18 | yeast bub3 | sgs1 mgt1
COC(=O)C(=O)C(C(=O)C(=O)Nc1ccc(OC)cc1[N+](=O)[O-])c1nc2ccc([N+](=O)[O-])cc2[nH]c1=O (stereo not given) | 37 | 32 | 26 | 19 | 34 | 15
O=C(O)/C(=N\O)c1cnnn1-c1ccccc1 | 3 | -6 | 12 | -26 | -18 | -8
CCN(CC)CCc1c2c(nc3ccccc13)C(=O)c1cccnc1C2=O | 74* | 84* | 66 | -22 | 79* | 84*
COC(=O)c1ccc(CN2CCc3c([nH]c4ccccc34)C2CO)o1 (stereo not given) | 3 | 17 | -4 | -28 | 1 | -18
Cc1cc(NS(=O)(=O)c2ccc(NO)cc2)no1 | -17 | -22 | -24 | -35 | 1 | -41
COc1ccc2c(c1)CCCN1CCc3cc(OC)c(OC)cc3C21 (stereo not given) | -9 | 21 | 61 | -18 | 4 | -21
COc1cc(CC(N)=O)cc(OC)c1OC | -70 | 12 | -7 | 8 | -19 | -13
Cc1ccc(S(=O)(=O)CCN2CCN(C)CC2)cc1 | -26 | 9 | -9 | 1 | -3 | -13
S=C1C(=Nc2ccccc2)N(c2ccccc2)/C(=N\c2ccccn2)N1c1ccccc1 | 97* | 98* | 98* | 98* | 98* | 98*
CC(=O)Nc1ccc(S(=O)(=O)c2ccc(NC(C)=O)cc2)cc1 | -6 | -11 | -10 | -41 | -26 | -48
c1ccc2c(CCc3ccncc3)cccc2c1 | 88* | 95* | 95* | 92* | 94* | 96*
Nc1cc(F)ccc1[N+](=O)[O-] | -26 | -13 | 0 | -5 | -9 | -18
COC(=O)C1C(C(=O)OC)C2N(c3ccccc3)C=NN2C1C(=O)c1ccccc1 (stereo not given) | -4 | -62 | -10 | -5 | 5 | -16
